High-throughput results from PubChem.
Lipid storage S3: qHTS Assay for Lipid Storage Modulators in Drosophila S3 Cells; Drosophila S3 cells, BODIPY lipid droplet fluorescence, 18-24 h; cells fed with added oleic acid; lipid storage change, negative = inhibition, % at the top dose, mostly 46.1 µM; hits show Potency in µM; 320,000 compounds, 0.64% hits; active = well fitted inhibition curve with a large enough effect in the signal ratio, with a control signal flat, not every such curve was filed as active; inconclusive = small, poorly fitted or top-dose-only effect, or effect the other way, or a change in a side signal; the % refers to the signal ratio
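Drosophila S3 cells loaded with oleic acid (400 uM, as added) and compounds at several concentrations; lipid droplets imaged by 488-nm laser-scanning cytometry, 500–530 nm intensity and object ratio to cell channel. Percent activity normalized to 20 uM Triacsin C.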
Lipid storage S3 cell count max: further read-out of Lipid storage S3, marked with its call; cell number change, %; measured here: cell count max response;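 cells counted by Cell Tracker Red CMTPX staining in the red channel; peak over a dose series mostly up to 46.1 µM; percent activity relative to internal control wells on each plate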
Numbers without * were called inactive; i = inactive; ? = inconclusive; . = not tested or not shown; [ ] = another dose, or the depositor's remark. % is set by controls: 0 for no effect and ±100 for the full control effect; potency is the fitted concentration of half-maximal effect. An excerpt, so the mix of outcomes need not match the whole.

Results follow in this order: Lipid storage S3, Lipid storage S3 cell count max
COc1cccc(CN(C)CC(=O)Nc2cccc(C(F)(F)F)c2)c1OC
    -1%, -14
CCS(=O)(=O)Nc1c(C)n(C)n(-c2ccccc2)c1=O
    ?, .
CCOC(=O)CSc1nnc(CSc2nc3ccccc3c(=O)[nH]2)n1-c1ccccc1
    ?, .
O=C(NCc1cn2ccsc2n1)c1cccc(C(F)(F)F)c1
    ?, .
C=CCOc1ccc(Br)cc1CNCCO
    1%, 0
CCOc1ccc(CCNC(=O)CSc2cc(=O)n(C)c3ccc(Cl)cc23)cc1OCC
    -17%, -16
CCS(=O)(=O)Nc1cccc(-c2ccc3nnc(C)n3n2)c1
    1%, -6
CCNc1nc(NCC)nc(N/N=C/c2ccc(N(C)C)cc2)n1
    ?, .
CCCCC#Cc1ccc(C(=O)NNC(=O)Nc2ccccc2)o1
    8%, 9
Cc1cc(C)cc(NC(=O)CCc2nc3ccccc3[nH]2)c1
    28%, 13
CN(Cc1nccn1C)C(=O)CC1C(=O)NCCN1Cc1ccccc1C(F)(F)F (stereo unspecified)
    -6%, -8
Cc1ccc(S(=O)(=O)/N=C2/C=C(Sc3ncn[nH]3)C(=O)c3ccccc32)cc1
    ?, .
O=C(C1CCCC1)N(c1ccccc1)C1C=CS(=O)(=O)C1 (stereo unspecified)
    -13%, 0
Cc1ccc(OCCC(=O)OCC(=O)NC(=O)c2ccccc2)cc1
    ?, .
O=[N+]([O-])c1c(Nc2ccccc2O)ccc2nonc12
    1%, 12
Cc1ccc(C(=O)Nc2ccccc2Cl)cc1
    ?, .
O=C(O)c1ccc(C(=O)c2ccc3c(c2)C(=O)N(CC2CCCO2)C3=O)cc1 (stereo unspecified)
    3%, 8
[N-]=[N+]=CC(=O)CC(c1ccccc1)N1C(=O)c2ccccc2C1=O (stereo unspecified)
    ?, .
COC(=O)c1ccccc1Oc1ccc(NC(=O)CCCl)cc1
    7%, -3
CCC(=O)Nc1ccc2c(c1)nc(CCN1CCCCC1)n2C
    ?, .
COCCn1c(SCC(=O)NNC(=O)Cc2ccccc2)nc2ccccc2c1=O
    ?, .
CN1c2ccccc2C(=O)NC1c1ccc([N+](=O)[O-])s1 (stereo unspecified)
    -2%, -11
CCOC(=O)COc1c(/C=N\O)cc(Cl)cc1OC
    ?, .
Cc1c(Cl)cccc1NC(=O)NCCCN1CCCC1=O
    -22%, -16
O=C(c1ccc2c(c1)OCO2)N1CCN(c2ccc(C(F)(F)F)cn2)CC1
    ?, .
Cc1ccc(N(C)C2=NC(=O)CS2)cc1Cl
    ?, .
COc1ccc(OC)c(C(c2nnnn2C2CCCC2)N2CCN(c3ccc(F)cc3)CC2)c1 (stereo unspecified)
    ?, .
COc1ccc(C(=O)Cc2cc3cccc(OC)c3oc2=O)cc1
    ?, .
O=C(CN1CCc2[nH]c3ccccc3c2C1)N1CCCCC1
    i, -1
CC(C(=O)Nc1ccccc1F)N1CCN(S(=O)(=O)c2ccc(C(F)(F)F)cc2)CC1 (stereo unspecified)
    ?, .
COc1ccc(-c2nc3n(c2Br)CCC3)cc1
    -18%, -24
CCOC(=O)c1sc(NC(=O)CSc2nncn2C)nc1C
    ?, .
CC(OC(=O)CNC(=O)c1ccc(Cl)c([N+](=O)[O-])c1)C(=O)NC1CCCCC1C (stereo unspecified)
    ?, .
CC(=O)c1ccc(S(=O)(=O)Nc2ccc(-n3cnnn3)cc2)cc1
    ?, .
CCn1ncc(CNC(=O)CCSc2nc(-c3ccco3)cc(C(F)(F)F)n2)c1C
    -1%, -1
C/C(=N\NC(=O)c1ccc(C)cc1)C1C(=O)c2ccccc2C1=O
    -1%, -2
NC(N)=NS(=O)(=O)c1ccc(NC(=S)NC(=O)/C=C/c2ccc(F)cc2)cc1
    -28%, -7
COc1cc(CC(=O)OCC(=O)Nc2cc(S(=O)(=O)N3CCCC3)ccc2Cl)cc(OC)c1OC
    ?, .
N#CCCn1cc(/C=C2\NC(=S)N(c3ccccc3)C2=O)c(-c2ccc(-c3ccccc3)cc2)n1
    ?, .
O=C(O)C1CC=CCC1C(=O)Nc1cccc(Cl)c1 (stereo unspecified)
    ?, .

Exported as a markdown table: entries from further up.
| SMILES | Lipid storage S3 | Lipid storage S3 cell count max |
| --- | --- | --- |
| CC(C(=O)Nc1ccccc1F)N1CCN(S(=O)(=O)c2ccc(C(F)(F)F)cc2)CC1 (stereo unspecified) | ? | . |
| CC(=O)c1ccc(S(=O)(=O)Nc2ccc(-n3cnnn3)cc2)cc1 | ? | . |
| CCOC(=O)COc1c(/C=N\O)cc(Cl)cc1OC | ? | . |
| COc1cc(CC(=O)OCC(=O)Nc2cc(S(=O)(=O)N3CCCC3)ccc2Cl)cc(OC)c1OC | ? | . |
| CCOC(=O)c1sc(NC(=O)CSc2nncn2C)nc1C | ? | . |
| Cc1c(Cl)cccc1NC(=O)NCCCN1CCCC1=O | -22% | -16 |

Later entries
Results follow in this order: Lipid storage S3, Lipid storage S3 cell count max
N#Cc1c(NC(=O)CSc2ncn[nH]2)sc2c1CCCCC2
    i, .
CCOC(=O)c1sc(NC(=O)OC)c(C(=O)OC)c1C
    -9%, 11
Cc1ccc(NC(=O)CN(C)C(=O)CSc2nnc(NC(C)C)s2)cc1
    ?, .
COc1ccc(OC)c(-c2cc(C(=O)N3CCOCC3)no2)c1
    i, 11
CCOC(=O)N1CCN(c2ccccc2O)CC1
    -2%, 6
CN1CCN(c2ccc(NC(=O)c3ccc(Cl)cc3)cn2)CC1
    ?, .
Cc1sc2ncnc(N3CCC(C(=O)Nc4cc(S(C)(=O)=O)ccc4Cl)CC3)c2c1C
    ?, .
COc1cc(C)ccc1OCCON1C(=O)CCC1=O
    ?, .
COc1ccc(-n2c(NC(=O)c3ccco3)c(C#N)c3nc4ccccc4nc32)cc1
    ?, .
O=C(Nc1cc2c(cc1Br)OCCO2)c1ccco1
    2%, -14
COc1ccccc1N(Cc1cc2cccc(C)c2[nH]c1=O)C(=O)C(C)C
    ?, .
Nc1cc(=O)[nH]c(SCC(=O)Nc2cc(Cl)ccc2Cl)n1
    9%, -7
CCOC(=O)c1nnc2ccnn2c1N
    ?, .
COc1cc(OC)cc(C(=O)N[C@H](C(=O)OCC(=O)NC(C)c2ccccc2)C(C)C)c1 (stereo partly specified)
    ?, .
CCOC(=O)COc1c(Cl)cc(C2NC(=S)NC(c3ccccc3)=C2C(C)=O)cc1OCC (stereo unspecified)
    -12%, 15
CCOC(=O)c1c(-c2ccco2)csc1NC(=O)COC(=O)c1cnccn1
    i, .
O=C(CCCOc1ccccc1)N1CCN(S(=O)(=O)c2cccc(F)c2)CC1
    12%, .
CCOC(=O)N1CCN(C(=O)CCN2C(=O)c3ccccc3S2(=O)=O)CC1
    ?, .
CC(Nc1ccc(Cl)cc1)C(=O)NN (stereo unspecified)
    ?, .
Cc1cccc(OCc2n[nH]c(=S)n2-c2ccccc2)c1
    -16%, -2
Cc1ccc(/C=N/NC(=O)C(c2ccncc2)N2CCOCC2)cc1 (stereo unspecified)
    1%, 9
CC(C)C1=NOC(C(=O)N2CCC(N3CCC(C(=O)N4CCOCC4)CC3)CC2)C1 (stereo unspecified)
    ?, .
COCCCNC(=O)Cn1nnc(-c2ccccc2NC(=O)c2ccc(F)cc2)n1
    i, -1
O=C(N/N=C/c1ccccc1OCC(=O)N1CCCC1)C(=O)Nc1ccccc1F
    ?, .
Cc1cc(-c2nc(C)c(C(=O)NNS(=O)(=O)c3cccc(C(F)(F)F)c3)s2)no1
    -3%, -17
COc1ccc(CC2(CO)CCN(C/C=C/c3ccccc3OC)CC2)cc1
    7%, 20
COc1cccc(-n2c(C)nc3cc(C(=O)O)ccc32)c1
    i, .
COc1ccc(-c2[nH]ncc2CN(C)C(C)c2ccncn2)c(F)c1 (stereo unspecified)
    5%, 17
COc1cc(NC(=O)c2ccc(N)nc2)cc(C(=O)Nc2cccc(C(F)(F)F)c2)c1
    ?, .
COc1ccc(OC)c(/C=N/N=C2\SCC(=O)N2Cc2ccco2)c1
    -2%, -28
CCOC(=O)c1ccc(Oc2ccc(C(F)(F)F)cn2)cc1
    ?, .
COc1cccc(NC(=O)N2CCCC2C(=O)NC2CC2)c1 (stereo unspecified)
    ?, .
O=C(Cn1nc(Cc2cccnc2)c2ccccc2c1=O)Nc1cccnc1Cl
    3%, 1
CCCc1nc(SCC(=O)NCC2CCCO2)c2c(=O)n(C)c(=O)n(C)c2n1 (stereo unspecified)
    i, -13
CCN(CC)C(=O)CSc1nc(O)c(Cc2ccc(OC)cc2)c(=O)[nH]1
    ?, .
CCCC(C)c1nc(C(N)=O)c2[nH]c(=O)n(-c3ccc(OC)c(OC)c3)c2n1 (stereo unspecified)
    i, .
O=c1cc(O)c2sc(Nc3ccc(F)cc3)nc2[nH]1
    ?, .
C=CCCCCCCCCC(=O)Nc1c[nH]c(=O)[nH]c1=O
    ?, .
CCN(CC)CC(=O)Nc1ccc([N+](=O)[O-])cc1
    ?, .
CC(C)C(NC(=O)c1ccc(C(C)(C)C)cc1)C(=O)NCCc1ccccn1 (stereo unspecified)
    ?, .
COc1ccccc1/C=C/C(=O)NCC(=O)N/N=C/c1cccnc1
    ?, .
Cc1nn(-c2ccccc2)c2c1C(=O)N(c1ccccc1)C(=O)C(C)(C)C2
    i, -12
CC(NC(N)=O)C(=O)OCC(=O)c1ccc(-c2ccccc2)cc1 (stereo unspecified)
    ?, .
COc1ccc(CN2C(=O)c3cccc4cccc2c34)cc1F
    2%, -5
COc1cc(C(=S)N2CCCCC2)ccc1O
    ?, .
CNc1oc(-c2ccc(Cl)cc2)nc1P(=O)(c1ccccc1)c1ccccc1
    ?, .
Cc1ccc(S(=O)(=O)Nc2ccc3c(c2)nc(CCN2CCCC2)n3C)cc1
    ?, .
CCOc1ccc(CC(=O)Nc2nccs2)cc1
    ?, .
CCc1ccccc1NC(=O)CSc1ncn[nH]1
    i, .
NNc1ccc2nncn2n1
    ?, .
O=C(CSc1ncn[nH]1)Nc1ccccc1Sc1ccccc1
    ?, .
Cc1ccc(S(=O)(=O)NNC(=O)c2cnn(-c3ccccc3)c2-n2cccc2)cc1
    2%, 9
Oc1[nH]c2ccccc2c1N=Nc1ccccc1
    ?, .
Nc1nc2nc(-c3ccc(OCc4ccccc4)cc3)cc(C(F)(F)F)n2n1
    ?, .
CCn1c(SCC(=O)Nc2nc(C)c(C)s2)nnc1-c1cccs1
    -14%, -3
Cc1csc2ncc(C(=O)Nc3ccon3)c(=O)n12
    8%, 2
O=C(CS(=O)(=O)Cc1ccccc1)NCCc1ccc(F)cc1
    ?, .
Cc1cnn(-c2nc(-c3ccccc3)cc(-c3ccccc3)n2)c1
    ?, .
COc1ccccc1Nc1nc(N2CCOCC2)nc(N2CCOCC2)n1
    ?, .
CCOC(=O)Nc1ccc2c(CN3C(=O)NC4(CCCC4)C3=O)cc(=O)oc2c1
    i, .

Look-ups from above:
CCn1c(SCC(=O)Nc2nc(C)c(C)s2)nnc1-c1cccs1 in Lipid storage S3 cell count max → -3
Cc1nn(-c2ccccc2)c2c1C(=O)N(c1ccccc1)C(=O)C(C)(C)C2 in Lipid storage S3 cell count max → -12

(listing goes on)
Results follow in this order: Lipid storage S3, Lipid storage S3 cell count max
Cc1ccc(SCC(=O)OCC(=O)NCCCc2ccccc2)cc1
    i[0.0737 µM], 19
Cc1cc(C)c(NC(=O)NC(=O)c2cccc(F)c2)c(C)n1
    20%, 4
COC1=CC(=O)OC12CCCCC2
    ?, .
C=C(C)CN1C(=O)c2ccccc2C1=O
    ?, .
O=C(/C=C/c1cc2c(cc1Br)OCO2)NCc1ccc(Cl)cc1
    ?, .
CCOC(=O)N1CCC(Nc2ccc3nnc(-c4ccccc4)n3n2)CC1
    ?, .
O=C(O)COc1ccccc1/C=N/NC(=O)c1cc(-c2ccc(F)cc2)nc2ccccc12
    ?, .
CN(CC(=O)Nn1cnnc1)S(=O)(=O)c1ccccc1
    ?, .
O=C(Cn1cccc1C(=O)c1ccccc1)NCCCN1CCOCC1
    5%, -1
COc1ccc(C(=O)NCc2nnc(SCC(=O)c3ccc(F)cc3)n2C)cc1OC
    i, -24
Cc1c(NC(=O)C(C)OC(=O)c2ccc(NC(=O)CC#N)cc2)c(=O)n(-c2ccccc2)n1C (stereo unspecified)
    ?, .
O=C(NC(=S)Nc1ccc(N2CCOCC2)cc1)c1cccc([N+](=O)[O-])c1
    -2%, -4
COc1ccc(OC)c(CNC(=O)Cc2c(C(=O)O)[nH]c3ccc(Cl)cc23)c1
    -3%, 0
CN1CCC(=C2c3ccccc3C=Cc3ccccc32)CC1
    ?, .
CCc1cccc(C)c1NC(=O)CSc1nnc(CCCOc2ccc(Cl)cc2Cl)n1C
    26%, .
Cc1ccccc1C(=O)c1cccn1CC(=O)N1CCCCCC1
    5%, 1
Cc1cc(NS(=O)(=O)c2ccc(NC(=O)/C=C/c3ccc(C)o3)cc2)nc(C)n1
    4%, 15
CN1CCN(C(=O)C2=C[C@@H](c3ccc(C(F)(F)F)cc3)C[C@@H](OCCCCO)O2)CC1
    1%, 16
